From PubChem BioAssay
Dicer processing – human Dicer pre-microRNA cleavage inhibition | cat-ELCCA pre-miR-21 Dicer processing, chemiluminescence; active compounds read high | z-score at 25 µM | Q9UPY3 | AID 1347074 | hit rate 6% among 47,000; in the data active = z-score above about 3, passing the limit was not always enough;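 also: plate controls were vehicle for no effect and no enzyme for full effect; higher signal means more uncleaved substrate so more Dicer inhibition; strong numbers were not always called active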
Target sequence (Q9UPY3 whole entry, looked up): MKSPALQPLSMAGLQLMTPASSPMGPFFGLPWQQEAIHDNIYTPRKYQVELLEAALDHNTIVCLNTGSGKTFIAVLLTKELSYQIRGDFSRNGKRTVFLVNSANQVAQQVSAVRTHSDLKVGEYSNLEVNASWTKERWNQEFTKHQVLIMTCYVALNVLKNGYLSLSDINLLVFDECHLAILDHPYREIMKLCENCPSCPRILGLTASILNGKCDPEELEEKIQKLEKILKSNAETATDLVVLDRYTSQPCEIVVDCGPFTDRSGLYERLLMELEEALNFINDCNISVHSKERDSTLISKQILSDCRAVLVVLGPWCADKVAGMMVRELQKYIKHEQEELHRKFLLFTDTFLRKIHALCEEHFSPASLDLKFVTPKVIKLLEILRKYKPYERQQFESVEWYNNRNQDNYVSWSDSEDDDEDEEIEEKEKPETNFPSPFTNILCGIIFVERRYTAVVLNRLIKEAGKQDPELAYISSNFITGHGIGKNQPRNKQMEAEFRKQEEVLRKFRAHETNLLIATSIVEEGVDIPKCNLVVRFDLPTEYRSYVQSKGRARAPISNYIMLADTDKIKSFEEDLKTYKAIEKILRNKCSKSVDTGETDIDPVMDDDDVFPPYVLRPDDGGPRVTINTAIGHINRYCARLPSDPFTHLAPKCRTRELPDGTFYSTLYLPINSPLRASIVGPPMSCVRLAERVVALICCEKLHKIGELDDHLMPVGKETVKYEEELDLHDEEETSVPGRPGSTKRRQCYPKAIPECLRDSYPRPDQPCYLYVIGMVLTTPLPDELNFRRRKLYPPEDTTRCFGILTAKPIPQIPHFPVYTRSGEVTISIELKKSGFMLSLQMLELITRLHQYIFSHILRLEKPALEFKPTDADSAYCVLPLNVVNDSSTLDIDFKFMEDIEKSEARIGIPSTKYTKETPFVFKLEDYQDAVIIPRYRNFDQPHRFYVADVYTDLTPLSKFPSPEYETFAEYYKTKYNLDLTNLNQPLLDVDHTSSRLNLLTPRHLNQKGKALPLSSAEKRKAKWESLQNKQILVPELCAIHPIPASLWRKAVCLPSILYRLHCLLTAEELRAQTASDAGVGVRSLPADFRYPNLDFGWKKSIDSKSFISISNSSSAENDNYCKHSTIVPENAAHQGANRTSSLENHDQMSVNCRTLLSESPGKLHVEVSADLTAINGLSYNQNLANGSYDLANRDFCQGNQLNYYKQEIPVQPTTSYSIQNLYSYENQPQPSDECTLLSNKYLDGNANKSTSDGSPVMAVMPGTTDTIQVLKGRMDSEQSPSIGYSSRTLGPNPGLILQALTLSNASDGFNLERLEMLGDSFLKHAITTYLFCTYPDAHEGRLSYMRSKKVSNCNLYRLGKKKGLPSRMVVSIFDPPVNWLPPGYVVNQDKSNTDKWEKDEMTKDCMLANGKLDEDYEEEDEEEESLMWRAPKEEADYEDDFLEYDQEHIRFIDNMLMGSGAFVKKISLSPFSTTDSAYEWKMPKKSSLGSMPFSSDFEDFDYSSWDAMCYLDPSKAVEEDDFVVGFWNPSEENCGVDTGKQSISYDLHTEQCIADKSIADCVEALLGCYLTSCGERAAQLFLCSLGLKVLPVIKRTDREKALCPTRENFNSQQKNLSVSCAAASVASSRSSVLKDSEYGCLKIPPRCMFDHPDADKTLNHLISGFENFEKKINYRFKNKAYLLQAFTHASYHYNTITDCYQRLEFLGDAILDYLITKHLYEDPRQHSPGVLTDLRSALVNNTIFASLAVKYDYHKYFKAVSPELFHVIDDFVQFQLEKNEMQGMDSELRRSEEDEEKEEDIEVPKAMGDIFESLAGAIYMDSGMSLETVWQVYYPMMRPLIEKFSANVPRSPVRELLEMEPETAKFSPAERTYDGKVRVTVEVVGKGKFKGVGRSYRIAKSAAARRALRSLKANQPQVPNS
The depositor's hits bear a star. Not all compounds are listed. The share of hits here may be higher or lower than overall.

structure | Dicer processing
CSc1nnc2c(n1)OC(c1ccc(O)c(O)c1)Nc1ccccc1-2 (stereo not given) | 4.4*
CC(C)c1ccc(-c2csc(NC(=O)C3C4CCC(C4)C3C(=O)O)n2)cc1 (stereo not given) | 1.8
CC1CC(C)CN(C(=O)C2c3ccccc3Oc3ccccc32)C1 (stereo not given) | 1.38
O=C(O)CC1(CC(=O)Nc2ccc(F)cc2)CCCC1 | 0.81
COCCNC(=O)c1cc2nc3c(c(C(F)(F)F)n2n1)CCc1ccccc1-3 | 3.21*
CC1(C)CC(=O)C2=C(C1)NC1=C(C(=O)CC(C)(C)C1)C2c1cccc(O)c1 | 1.12
O=C1c2ccccc2C(=O)N1c1snnc1-c1ccc(Cl)cc1 | 0.35
O=C(N[C@@H](Cc1ccccc1)C(=O)CCl)OCc1ccccc1 | -3.29
CCOC(=O)c1ccc(Oc2nc(N(C)C)nc(N(C)C)n2)cc1 | 1.7
CCn1cc(C(=O)O)c(=O)c2cc(F)c(N3CCN(S(=O)(=O)c4ccc(Cl)cc4)CC3)cc21 | 3.54*
Cc1cc(S(=O)(=O)NCC2CC2)c(Cl)cc1Cl | -3.12
CN1CCC(CNC(=O)Nc2csc3ccccc23)CC1 | -1.14
COc1ccc(C2CC(=O)C3=C(C2)Nc2ccccc2NC3c2ccc(Cl)cc2)cc1OC (stereo not given) | 2.37
O=C(Nc1nccs1)c1ccc(Br)c(S(=O)(=O)N2CCOCC2)c1 | -0.2
COC(=O)c1c(N)n(-c2ccc(OC)c(OC)c2)c2nc3ccccc3nc12 | 0.13
CCOC(=O)C(NCCc1ccccc1)(NC(=O)c1ccccc1Cl)C(F)(F)F (stereo not given) | 0.12
O=C1C2C3c4ccccc4C(c4ccccc43)C2C(=O)N1c1ccncc1 (stereo not given) | 0.19
Cn1c(=O)c2c(nc(N3CCOCC3)n2Cc2ccccc2)n(C)c1=O | 2.05
CCOc1ccc(C2c3c(oc4ccccc4c3=O)C(=O)N2c2nc(C)c(C)s2)cc1 (stereo not given) | 0.15
O=C(CSc1nc2sc3c(c2c(=O)[nH]1)CCCC3)NCCCN1CCOCC1 | 0.98
CNC(=O)c1ccccc1S(=O)c1cccc2cccc(C(=O)NC)c12 (stereo not given) | -1.3
Cc1ccc(-c2nnc(N3CCOCC3)c3ccccc23)cc1C | 2.04
O=C(O)c1oc(C(=O)O)c(OCc2ccccc2)c1OCc1ccccc1 | -1.01
Cc1nn(-c2ccccc2)cc1C=C1C(=O)N(C)C(=O)N(C)C1=O | -1.36
Cc1ccc(=O)n(Cc2ccccc2)n1 | -1.13
COC(=O)C(C)N(C#N)c1nc(C)cc(C)n1 (stereo not given) | 5.96*
Cc1cc(/N=C\N(C)C)n2c(nc3ccccc32)c1C#N | -0.44
C1=CCC(CN2CCN(Cc3ccco3)CC2)CC1 (stereo not given) | 0.93
CC(C)(C)c1[nH]nc2c1C(c1ccc(Cl)cc1)C(C#N)=C(N)O2 (stereo not given) | -2.01
O=C(O)C1CCC1C(=O)Nc1nnc(C2CC2)s1 (stereo not given) | 0.59
CCCCCCCNC(=O)Cn1cnc2c1c(=O)n(C)c(=O)n2C | 4*
CCCS(=O)(=O)c1csc(C(=O)OC)c1NNC(=O)C(C)C | 0.4
COCCOc1cc2nc[nH]c(=O)c2cc1OCCOC | -0.17
NC(=O)c1cc2c(s1)-c1cc(Cl)ccc1SC2 | -2.35
CCOc1cccc(/C=N/c2nnc(SC)s2)c1O | -0.11
CCOc1ccc2nc(SC3CC(=O)N(c4cc(OC)ccc4OC)C3=O)sc2c1 (stereo not given) | 0.17
C=C(C)Cc1c(COC)[nH]c(=S)[nH]c1=O | 1.03
CSc1nc(Sc2n[nH]c(-c3ccccc3)n2)cc(Sc2n[nH]c(-c3ccccc3)n2)n1 | -0.94
O=S(=O)(Cc1ccc(Cl)cc1Cl)CC(O)Cn1ccc(C(F)(F)F)n1 (stereo not given) | -0.54
ONC(=Nc1ccccc1Cl)c1c(F)cccc1F | -0.62
O=C(Cn1c(=O)oc2ccccc21)Nc1ccc(S(=O)(=O)N2CCCC2)cc1 | 2.57
CCOC(=O)NC1=C(C#N)C=Nc2ccccc2N1 | 22.9*
C=CCSc1nccc(-c2sc3sc(Br)c(C)c3c2C)n1 | 0.81
C=CCOc1ccc(/C(O)=C2/C(=O)C(=O)N(CC3CCCO3)C23C(=O)N(C)c2ccccc23)cc1C (stereo not given) | 5.15*
O=[N+]([O-])c1cccnc1N/N=C/c1cccnc1 | 1.48
O=C(CSc1nc2ccccc2nc1N1CCCC1)NCC1CCCO1 (stereo not given) | 1.65
N#CC(=NCc1ccc(Cl)cc1)C1=C(O)c2ccccc2C1=O | -0.51
CSc1sc(C(=O)O)c(-c2ccccc2Cl)c1C#N | -0.64
Cc1ccc(C=C2C(=O)OC(C)(C)OC2=O)s1 | 0
CCOC(=O)c1c(-n2cccc2)sc2c1CCCC2=O | 1.96

(more compounds)
structure | Dicer processing
O=C(NC(=S)N1CCN(c2ncc(C(F)(F)F)cc2Cl)CC1)c1ccccc1 | 30*
O=C1NCC2=C1C(c1ccccc1)Nc1ccccc1N2 (stereo not given) | -0.13
CN(C)c1ccc(-c2nnc(-c3ccccc3)o2)cc1 | 4.23*
COc1ccc(O)c(C2=NN3C(C2)c2cccc(OC)c2OC3c2cccc(O)c2)c1 (stereo not given) | 5.07*
CN(C)CCCn1nnc2c(=O)oc3ccccc3c21 | -1.4
CSc1ccc(/C=N/Nc2ccc(Cl)cc2Cl)s1 | 5.18
Cc1cc(=O)[nH]c(N/N=C/c2ccccc2O)n1 | 0.27
Cc1c2c(=O)n(-c3nc4ccccc4s3)n(Cc3ccccc3)c2cc(=O)n1CC1CCCO1 (stereo not given) | -0.54
COCCCNC(=S)Nc1cccc(Cl)c1C | -1.73
N#CCCn1c2c(ccc1=O)CCCC2 | -1.2
COC(=S)Nc1cc(Cl)cc(Cl)c1 | -0.61
O=C1CC(c2ccc(Cl)cc2)c2c(n[nH]c2-c2ccccc2)N1 (stereo not given) | -1.48
Cc1cc(O)c(C(C)C)cc1NC(=O)c1cc(C(C)(C)C)oc1C | -0.29
Cc1ccc(NC(=O)Nc2sc(=S)n(C)c2C)cc1 | -4.27
COc1ccc(O)c(C(=O)CC(=O)c2ccc(F)cc2)c1 | -0.32
O=C(Nc1ccc2n[nH]nc2c1)c1sc2ccccc2c1Cl | -0.23
CCOC(=O)c1cc(C)nc(Sc2ccccc2NC(=O)c2cccs2)c1C#N | -2.36
COC(=O)Oc1ccc2c(=O)c(-c3ccccc3Cl)coc2c1 | -1.07
C=CCn1c2ccccc2c2nnc(SCC(=O)Nc3ccccc3OC)nc21 | 0.29
CC(C)(CO)NC(=O)C1CCCNC1=O (stereo not given) | 0.51
COc1ccccc1-c1coc2cc(OS(C)(=O)=O)ccc2c1=O | -1.42
O=C(Cn1cnc2sc3c(c2c1=O)CCCC3)Nc1ccc(F)c(Cl)c1 | 0.1
CCOC(=O)C(NC(=O)c1ccccc1)(OC(C)C)C(F)(F)F (stereo not given) | 0.49
S=C1NC2(CCCCC2)NN1c1ccccc1 | 10.2
CCOC(=O)c1ccc2c(c1)[C@@H]1C=CC[C@@H]1[C@H](C(=O)OCC)N2 | 0.05
COc1cccc(C2C(C(=O)OCC3CCCO3)=C(C)NC3=C2C(=O)CCC3)c1 (stereo not given) | 1.14
O=[N+]([O-])c1cccnc1Oc1ncnc2cc(Cl)ccc12 | -0.07
COc1cc(C2C(C#N)=C(N)Oc3cc(O)ccc32)ccc1OCc1ccccc1 (stereo not given) | 1.75
CC(CN1CCOCC1)OC(=O)C1c2ccccc2Oc2ccccc21 (stereo not given) | -1.15
CCC(=O)N1c2ccccc2NC2=C(C(=O)CC(c3ccco3)C2)C1c1ccco1 (stereo not given) | -0.38
COC(=O)c1sc2scc(C)c2c1C | -3.19
Cn1c(=O)c2c(ncn2CC(O)CN2CCCCC2)n(C)c1=O (stereo not given) | 2.33
NNC(=O)c1ccc(Cl)cc1Cl | -4.7
CCOc1nc(-c2ccc(C)cc2)ccc1-c1noc(-c2cccnc2)n1 | 0.13
CCc1ccc(C(=O)c2cncc(Br)c2)cc1 | 1.89
O=C1C2=C(Nc3ccccc3S(=O)(=O)C2c2ccc(Cl)cc2)c2ccccc21 (stereo not given) | 5.21*
O=[N+]([O-])c1ccc(Oc2ncnc3cc(Cl)ccc23)nc1 | -0.2
Cc1ccc(C#N)c(SCC(=O)c2ccc(-c3ccccc3)cc2)n1 | 2.59
C=CCN1C(=O)C(O)(CC(=O)c2c(C)coc2C)c2ccccc21 (stereo not given) | 0.39
S=C1SCN(Cc2ccco2)CN1Cc1ccco1 | -2.1
CC(C)(O/N=C(\C(=O)N[C@@H]1C(=O)N2C(C(=O)[O-])=C(C[n+]3ccccc3)CS[C@H]12)c1csc(N)n1)C(=O)O | -0.17
Cc1nc(-c2cccnc2)nc(NCc2ccccc2)c1Cl | 2.11
N#CC(NCc1ccccc1)c1ccc(Cl)c(Cl)c1 (stereo not given) | -0.46
O=C(Cn1nnc(-c2ccccc2C(F)(F)F)n1)NNS(=O)(=O)c1cccc(Cl)c1 | 0.86
Clc1ccc(/C=N/Nc2ncnc3sccc23)cc1 | 1.22
CSc1nc2ccccc2c(=O)n1C | 0.59
O=C(O)[C@@H]1CSCN1C(=O)OCC1c2ccccc2-c2ccccc21 | 0.07
CCOc1cc(C2C(C(=O)OC)=C(C)NC3=C2C(=O)c2ccccc23)c(Br)cc1OC (stereo not given) | -1.95
CCOC(=O)CN1C(=O)C(O)(CC(=O)c2c(C)cc(C)cc2C)c2ccccc21 (stereo not given) | 0.97
Cn1cnnc1SCC(=O)N1c2ccccc2CCc2ccccc21 | 0.92

Remaining list, next part:
structure | Dicer processing
Cn1nc(CC(=O)Nc2cccc(Cl)c2)c2ccccc2c1=O | -0.19
CC1(C)Cc2c(c(N3CCOCC3)nc3sc(C(=O)N4CCCCC4)c(N)c23)CO1 | -1.87
c1ccc(COc2cccc(CNCc3cccnc3)c2)cc1 | -0.3
Clc1ccccc1OCc1nn2c(COc3ccccc3)nnc2s1 | 0.15
C=CCn1c(=S)sc2c(SCC(=O)N3CCc4ccccc43)ncnc21 | -1.06
Cc1onc(-c2c(Cl)cccc2Cl)c1C(=O)N[C@@H]1C(=O)N2[C@@H]1SC(C)(C)[C@@H]2C(=O)O | 0.47
CN(C)/C=C/C(=O)c1c(F)cccc1F | 1.02
CCN(CC)c1ccc(Nc2nc(-c3ccc(O)cc3O)cs2)cc1 | 0.74
O=C(O)CCCC(=O)NCc1ccccn1 | -0.3
Cn1c(=O)c2c(ncn2CC(=O)Nc2ccc(Cl)cc2)n(C)c1=O | 2.09
CN(C)c1cc(C(F)(F)F)cnc1C#N | 0.39
C/C(=N\NC(=S)Nc1ccc(C(C)C)cc1)c1ccco1 | 3*
COc1cccc(NC(=S)NNC(=O)c2ccc(N(C)C)cc2)c1 | 1.6
CCCCCOC(=O)CSc1n[nH]c(=O)[nH]c1=O | -0.39
CC(=O)NC(Nc1ccccc1F)(C(F)(F)F)C(F)(F)F | -0.49
Clc1ccc2nc(N3CCCCC3)sc2c1 | 0.54
CCOC(=O)C(C(C)=O)c1c([N+](=O)[O-])c(=O)n(-c2ccccc2)c2ccccc12 (stereo not given) | 0.94
CC(C)(C)c1ccc(-c2nc(NCCN3CCOCC3)c3ccccc3n2)cc1 | -1.53
COc1cc(C2C(C(=O)OCC3CCCO3)=C(C)NC3=C2C(=O)CCC3)ccc1OC(C)=O (stereo not given) | -0.23
Cc1cc(C)nc(N/C=C(\C#N)S(=O)(=O)Cc2ccco2)n1 | -2.19
N/C(=N\OC(=O)c1ccccc1)c1ccn[nH]1 | -0.34
CC(=O)NNC(=O)c1cccc([N+](=O)[O-])c1 | -0.43
Clc1ccc(C2=NC(c3ccc(Cl)c(Cl)c3)NN2)cc1 (stereo not given) | 1.12
O=S1(=O)CC(N2CCCCC2)c2ccccc21 (stereo not given) | -0.84
N#CCCN(Cc1ccccc1)C(=O)Nc1ccccc1 | 1.63
O=C(NCc1ccc(F)cc1)c1nn2c(c1Cl)NC(c1ccco1)CC2C(F)(F)F (stereo not given) | 5.07*
O=C(/C=C/OC(=O)c1ccc(Cl)cc1)c1ccc(Cl)cc1 | 0.32
S=C(N/N=C/c1cccs1)N/N=C/c1cccs1 | -0.23
CCOC(=O)N/N=C(\C)c1ccc(C#N)cc1 | -0.88
Cc1ccc(N2C(=O)CC(Sc3nnc(C)s3)C2=O)c(C)c1 (stereo not given) | 0.82
c1ccc2c(c1)CCCN2c1nc(N2CCOCC2)nc(N2CCOCC2)n1 | -0.59
CCCN(CCC)S(=O)(=O)c1cccc(-c2cn3ccc(C)cc3n2)c1 | 0.53

Filtered by structure, those above containing a COOH group
structure | Dicer processing
CC(C)c1ccc(-c2csc(NC(=O)C3C4CCC(C4)C3C(=O)O)n2)cc1 (stereo not given) | 1.8
O=C(O)CC1(CC(=O)Nc2ccc(F)cc2)CCCC1 | 0.81
CCn1cc(C(=O)O)c(=O)c2cc(F)c(N3CCN(S(=O)(=O)c4ccc(Cl)cc4)CC3)cc21 | 3.54*
O=C(O)c1oc(C(=O)O)c(OCc2ccccc2)c1OCc1ccccc1 | -1.01
O=C(O)C1CCC1C(=O)Nc1nnc(C2CC2)s1 (stereo not given) | 0.59
CSc1sc(C(=O)O)c(-c2ccccc2Cl)c1C#N | -0.64
CC(C)(O/N=C(\C(=O)N[C@@H]1C(=O)N2C(C(=O)[O-])=C(C[n+]3ccccc3)CS[C@H]12)c1csc(N)n1)C(=O)O | -0.17
O=C(O)[C@@H]1CSCN1C(=O)OCC1c2ccccc2-c2ccccc21 | 0.07
Cc1onc(-c2c(Cl)cccc2Cl)c1C(=O)N[C@@H]1C(=O)N2[C@@H]1SC(C)(C)[C@@H]2C(=O)O | 0.47
O=C(O)CCCC(=O)NCc1ccccn1 | -0.3
